GAA glycogen – alters human alpha-glucosidase cleavage of glycogen; P10253; recombinant GAA, glycogen substrate, Amplex Red glucose oxidase fluorescence; AID 2100; actives 0.38% (n = 300,000); Potency, µM (doses to about 76.4 µM), without a hit: at the top dose activity change, negative = inhibition, actives largely listed as inhibitors; active = well fitted inhibition curve with a large enough effect; inconclusive = small, poorly fitted or top-dose-only effect, or another doubt; inactive = no such curve, though single readings can be large or run the other way;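 also: 0% = full enzyme reaction and -100% = no-enzyme basal signal; the screen sought inhibitors and activators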
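Recombinant human enzyme (4 nM); glycogen substrate; 37 C, 40 min, pH 5.0. Readout: coupled glucose oxidase/Amplex Red fluorescence.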
An asterisk follows results filed as active; ? = inconclusive; & = joins results of further samples; [ ] = dose if it differs, or a comment. Potency is read from the fitted curve at half-maximal effect. An excerpt; count on the stated rates, not on these rows.

SMILES	GAA glycogen
Cc1ccc(NC(=O)C2CCC(CNC(=O)[C@@H]3Cc4ccccc4CN3)CC2)cc1 (stereo not given in full)	-1%[76.3 µM]
CCOC(=O)c1ccc(N(C(=O)CNC(=O)c2ccco2)C(C(=O)NCC2CCCO2)c2ccc(OC)c(OC)c2)cc1 (stereo not given)	11%
Cc1ccccc1OC(=O)c1nc(SCc2ccccc2F)ncc1Cl	-14%[76.3 µM]
COc1ccc(N2C(=O)CSC2c2ccccc2)cc1 (stereo not given)	-2%
COc1cccc2c(Nc3ccccc3C)cc(C)nc12	3%[76.3 µM]
O=C(c1ccccc1)N1CCN(S(=O)(=O)c2cccs2)CC1	7%[76.3 µM]
CC1CCCN(C(=O)CCNC(=O)Cn2cnc3ccccc3c2=O)C1 (stereo not given)	-4%
CCCn1nc(NS(=O)(=O)c2ccccc2[N+](=O)[O-])c2cc3ccccc3nc21	-8%[76.3 µM]
O=C(NCC(=O)N(c1ccccc1)C(C(=O)NC1CCCC1)c1ccncc1)c1cccs1 (stereo not given)	0%[76.3 µM]
COc1cc(OC)c(/C=C2\SC(=O)N(CC(=O)Nc3ccccc3F)C2=O)c(OC)c1	19%[76.3 µM]
c1ccc(-c2cc(-c3ccccc3)[nH]n2)cc1	-1%
Cc1ccc(-n2cc3c(c2-c2ccccc2Br)c(=O)n(C)c(=O)n3C)cc1N	-8%[76.3 µM]
O=C(NCCc1ccc(Cl)cc1)c1cccc(N2CCCC2=O)c1	-8%[76.3 µM]
CCCn1c(SCC(=O)NC2CCCCC2)nnc1-c1cccnc1	-3%
O=C(CC(=O)NCc1ccc(Cl)cc1)NCc1ccccc1	2%
Cn1c(=O)c(C(=O)O)nn(-c2ccccc2)c1=O	14%[76.3 µM]
COCCn1c(SCC(=O)Nc2ccc(F)cc2)nc2c([nH]c3ccccc32)c1=O	2%[76.3 µM]
CN(CCNC(=O)C1CCC(=O)N(Cc2cccc(F)c2)C1)CCc1ccccc1 (stereo not given)	-5%[76.3 µM]
CCOC(=O)c1ccc(NC2=CC(c3ccc(OCC)cc3)N(c3ccc(C(=O)OCC)cc3)C2=O)cc1 (stereo not given)	1%[76.3 µM]
Cc1cc(C(F)(F)F)nc(SCC(=O)NC2CCCCC2)n1	-3%
O=C(Nc1ncc(Cc2ccccc2Cl)s1)c1ccc2c(c1)CC(c1ccccc1)OC2=O (stereo not given)	-2%[76.3 µM]
Cc1nnc(SCC(=O)Nc2ccc([N+](=O)[O-])cc2)n1CC1CCCO1 (stereo not given)	-2%
Cc1cc(NC(=O)CSc2nc3cc(C)c(C)cc3cc2C)no1	-6%
COc1ccccc1NCC(=O)c1ccc(C)c(C)c1	?
Cc1ccc(S(=O)(=O)Nc2ccc3c(c2)n(C)c(=O)n3C)cc1	0%[76.3 µM]
CCC(C)n1c(=O)c2sccc2n2c(CCCC(=O)N3CCN(c4ccccc4)CC3)nnc12 (stereo not given)	-13%[76.3 µM]
Cc1cc(C)c2c(=O)cc(C(=O)Nc3c(C)n(C)n(-c4ccccc4)c3=O)oc2c1	-2%[76.3 µM]
Cc1nn(-c2ccccc2)c(C)c1/C=N/NC(=O)c1cc(O)cc(O)c1	7%[76.3 µM]
COc1cccc(C(=O)c2cc3cc(Cl)ccc3[nH]2)c1	-7%[76.3 µM]
CC(=O)C12OC1CC1C3CCC4=CC(=O)CCC4(C)C3CCC12C (stereo not given)	16%[76.3 µM]
COC(CNC(=O)C1CCC(CNS(=O)(=O)c2c(C)cc(C)cc2C)CC1)OC (stereo not given)	8%
Cc1ccc(C2=Nc3ccccc3NC(c3ccncc3)=N2)cc1	-11%[76.3 µM]
O=C(COc1ccc(F)cc1)Nc1c(C(=O)N2CCC(N3CCCCC3)CC2)oc2ccccc12	-1%[76.3 µM]
Cc1cc(NC(=O)CSc2nc3cc(Cl)ccc3o2)no1	6%
CCOCCn1c(=O)c2c(nc3n2CC(C)CN3CCc2ccccc2)n(C)c1=O (stereo not given)	8%[76.3 µM]
O=C(O)c1cccc(S(=O)(=O)N(Cc2ccccc2)c2ccccc2Cl)c1	-8%
CC(=O)Nc1ccc(OCCOc2ccc(NC(C)=O)cc2)cc1	4%
CC1C(=O)C(C)C(c2cccc(Br)c2)NC1c1cccc(Br)c1 (stereo not given)	-1%
COc1ccc(NC(=O)CCC(=O)Nc2cc(OC)c(NC(=O)c3cccs3)cc2OC)cc1	-7%
COc1ccc(CNC(=O)C[C@H]2C(=O)N(Cc3ccc(OC)cc3)C[C@@H]2Cc2ccccc2)cc1	14%[76.3 µM]

Quoted at random: 2 records from the list, in no set order.
SMILES	GAA glycogen
COc1ccc(CNC(=O)C[C@H]2C(=O)N(Cc3ccc(OC)cc3)C[C@@H]2Cc2ccccc2)cc1	14%[76.3 µM]
Cc1cc(NC(=O)CSc2nc3cc(C)c(C)cc3cc2C)no1	-6%

(cont.)
SMILES	GAA glycogen
CCN(CC)C(=O)Cn1nc(-c2ccncc2)nc1SCC(=O)Nc1ccc(OC)cc1	-3%
COC(=O)c1ccc(NC(=O)c2cccnc2)cc1	-5%[3.05 µM]
CCN(CC)C(=O)c1[nH]cnc1C(=O)N[C@@H](Cc1ccccc1)C(=O)OC(C)(C)C	-5%[76.3 µM]
COc1cc(/C=C2/C(=O)NN(c3ccc(C)c(Cl)c3)C2=O)cc([N+](=O)[O-])c1O	3%
O=C1CSC(c2ccccc2)N1c1ccccc1F (stereo not given)	2%
CC(C)(C)NC(=O)CN(C(=O)C(=O)Nc1ccc2c(c1)OCCO2)C1CCCC1	3%
Cc1ccccc1OCCSc1nc(C)c(Cc2ccccc2)c(=O)[nH]1	-1%[76.3 µM]
Cc1ccc(NC(=O)CCC(=O)NNC(=S)Nc2ccc(F)cc2)c(C)c1	-21%
COc1ccccc1CNS(=O)(=O)c1ccc2c(c1)NC(=O)CS2	-1%[76.3 µM]
Cc1ccc(NS(=O)(=O)N2CCOCC2)cc1Cl	-8%[76.3 µM]
O=[N+]([O-])c1ccc(CP(=O)(c2ccccc2)c2ccccc2)cc1	4%[76.3 µM]
Cc1ccc(NC(=O)CN2c3ccccc3S(=O)(=O)c3ccccc32)cc1F	-17%[76.3 µM]
COc1ccc(CCNC(=O)c2ccccc2-c2ccccc2C(=O)O)cc1OC	0%
CCOC(=O)c1sc(NC(=O)C(CC)OC(=O)c2ccco2)nc1C (stereo not given)	0%
O=c1[nH]c2ccc(S(=O)(=O)Nc3ccccc3O)cc2[nH]1	?
CCC(C)c1ccc(NC(=O)NCCN2CCCCC2)cc1 (stereo not given)	-12%[76.3 µM]
CC1CC(C)CN(c2oc(-c3ccccc3F)nc2C#N)C1 (stereo not given)	-1%
O=C(Nc1cc(C(F)(F)F)ccc1Cl)c1cccc(N2C(=O)CCC2=O)c1	-9%[76.3 µM]
COc1ccc(CNC(=O)CCCc2nnc3n(C(C)C)c(=O)c4sccc4n23)cc1	-15%[76.3 µM]
COCCn1c(SCC(=O)Nc2ccccc2F)nnc1-c1ccoc1C	6%[76.3 µM]
Cc1nc2ccccn2c1C(=O)N/N=C/c1ccccc1Cl	-5%
O=C1CN(C(=O)c2ccccc2F)C(c2ccccc2)c2cc(F)ccc2N1 (stereo not given)	1%
CCOC(=O)c1ccc(-c2c(-c3cc(OC)c(OC)c(OC)c3)noc2C)cc1F	-4%[76.3 µM]
CC(=O)c1ccc(NC(=O)c2cccc(N3C(=O)c4ccccc4C3=O)c2)cc1	-1%[76.3 µM]
COCCCn1c(=O)c2sccc2n(Cc2ccccc2C)c1=O	1%[76.3 µM]
COc1cc(C(=O)N2C(=O)CCC2=O)cc(OC)c1OC	12%[76.3 µM]
CCc1ccc(CNC(=O)CN(c2ccc(C)cc2)S(=O)(=O)N(C)C)cc1	3%[76.3 µM]
CCOC(=O)c1cc2c(=O)n3ccccc3nc2n(Cc2ccco2)c1=NC(=O)c1c(F)cccc1Cl	-4%[76.3 µM]
CC1CCCCN1Cc1c(O)ccc2c(=O)c(-c3ccccc3)coc12 (stereo not given)	-5%
Cc1ccc(Cn2c(CCNC(=O)C(C)C)nc3ccccc32)cc1	11%[76.3 µM]
O=C(CNC(=O)N1CC(=O)Nc2ccccc21)NCc1ccc(Cl)cc1	-5%[76.3 µM]
COc1cc(/C=N/Nc2ccc([N+](=O)[O-])cn2)cc(OC)c1O	-5%
NC(=O)c1ccsc1NC(=O)CCc1ccccc1	-15%[76.3 µM]
Cc1cc(NC(=O)c2cccs2)ncc1NC(=O)C(C)(C)C	2%[76.3 µM]
Cc1cccc(CCNC(=O)c2cc(S(=O)(=O)N3CCCCC3)c[nH]2)c1	7%&-10%[76.3 µM]
COc1cnn(-c2cccc(C)c2)c(=O)c1Cl	0%[76.3 µM]
CCSc1nc(-c2cccc(Cl)c2)nc2c1Cc1c(CO)cnc(C)c1O2	9%[76.3 µM]
CCN(Cc1ccccc1)C(=O)CN1C(=O)c2ccccc2C1=O	5%
COc1ccc(OCCN(C)CC(=O)Nc2c(C)cccc2C)cc1	-4%
Cc1cc(C)c2oc(-c3ccc(C)c(NC(=O)/C=C/c4ccco4)c3)nc2c1	6%[76.3 µM]
CC(=O)CSc1nc2c(c(=O)[nH]c(=O)n2C)n1CCCc1ccccc1	15%[76.3 µM]
CCCN1C(=O)c2ccc(C(=O)Nc3ccc4c(c3)OCO4)cc2C1=O	0%[76.3 µM]
CCN(C(=O)C1CCCN1S(=O)(=O)c1ccc2c(c1)n(C)c(=O)c(=O)n2C)c1ccccc1 (stereo not given)	5%[76.3 µM]
COc1ccccc1-c1nc(SCC(=O)Nc2ccccc2)n[nH]1	2%[76.3 µM]
CCc1nnc2c(NCCc3ccccc3)nc3ccccc3n12	2%
Cc1nc2c(cc1N)nc(C)n2Cc1ccccc1	-8%[76.3 µM]
CCC1CCCCN1CCCNC(=O)c1ccc2c(c1)c(C)c(C)n2C (stereo not given)	-3%[76.3 µM]
COc1cc(OC)c2c(C)c(CC(=O)N3CCCCC3)c(=O)oc2c1	10%[76.3 µM]
CCN(C(=O)c1cc2c(=O)n3cccc(C)c3nc2s1)C1CCCCC1	1%
N#C/C(=C\c1ccc(F)cc1)C(=O)NC1CCS(=O)(=O)C1 (stereo not given)	-1%
CCCCCN1C(C(=O)c2ccccc2)=C(NC(=O)c2ccc(OC)cc2)c2ccccc2S1(=O)=O	3%[76.3 µM]
O=C(CCCCn1c(=O)c2ccccc2n(Cc2ccc(F)cc2Cl)c1=O)NCCc1ccc(Cl)cc1	-3%[76.3 µM]
O=C(O)Cn1nc(-c2ccccc2)ccc1=O	0%[76.3 µM]
COc1ccccc1CNC(=O)C(=O)c1cn(CC(=O)N2CCOCC2)c2ccccc12	-13%[76.3 µM]
CN(C)S(=O)(=O)c1ccc(NC(=S)NC(=O)C2CCC2)cc1	3%[76.3 µM]
COCCN(Cc1cn(C)nc1-c1ccc(Oc2ccccc2)cc1)C(C)C	-3%[76.3 µM]
CCN(c1ccccc1)S(=O)(=O)c1ccc(NC(=O)c2cc(=O)c3cc(C)ccc3o2)cc1	-4%[76.3 µM]
Cc1ccc(Cc2cnc(NC(=O)C3Cc4ccc(C)cc4C(=O)O3)s2)cc1 (stereo not given)	16%[76.3 µM]
COc1ccc(CNC(=O)CNC(C)c2ccc(F)cc2)cc1 (stereo not given)	2%
CC(C)C[C@H](NC(=O)N1CCn2c1nc1ccccc12)C(=O)N1CCCCC1	-5%[76.3 µM]
More compounds follow.
SMILES	GAA glycogen
COc1ccccc1Nc1nn2c(=O)c3ccc(C(=O)N4CCC(C)CC4)cc3nc2s1	-4%[76.3 µM]
COc1ccc(-c2nc(SCC(=O)NC3CCCC3)c(-c3ccc(F)cc3)[nH]2)cc1	13%[76.3 µM]
COc1ccc(N(CC(=O)N/N=C/c2ccccc2OC)S(=O)(=O)c2ccccc2)cc1	-10%
COc1cccc(OC(=O)CSc2nnc(-c3ccc4c(c3)OCO4)o2)c1	-3%[76.3 µM]
Cc1nn(-c2ccccc2)c(C)c1C(=O)NCc1ccc(S(N)(=O)=O)cc1	-13%
O=S(=O)(c1cccc(-c2cn3ccccc3n2)c1)N1CCCC1	?
Cn1c(CCNC(=O)c2ccco2)nc2cc(NC(=O)c3ccccc3)ccc21	3%[76.3 µM]
O=C(Nc1cccnc1)c1ccc(N2CCOCC2)c([N+](=O)[O-])c1	24%[76.3 µM]

Already shown: an excerpt of the list.
SMILES	GAA glycogen
O=C(CCCCn1c(=O)c2ccccc2n(Cc2ccc(F)cc2Cl)c1=O)NCCc1ccc(Cl)cc1	-3%[76.3 µM]
O=C(O)Cn1nc(-c2ccccc2)ccc1=O	0%[76.3 µM]
COc1ccccc1CNC(=O)C(=O)c1cn(CC(=O)N2CCOCC2)c2ccccc12	-13%[76.3 µM]
CN(C)S(=O)(=O)c1ccc(NC(=S)NC(=O)C2CCC2)cc1	3%[76.3 µM]
COCCN(Cc1cn(C)nc1-c1ccc(Oc2ccccc2)cc1)C(C)C	-3%[76.3 µM]
CCN(c1ccccc1)S(=O)(=O)c1ccc(NC(=O)c2cc(=O)c3cc(C)ccc3o2)cc1	-4%[76.3 µM]
Cc1ccc(Cc2cnc(NC(=O)C3Cc4ccc(C)cc4C(=O)O3)s2)cc1 (stereo not given)	16%[76.3 µM]
COc1ccc(CNC(=O)CNC(C)c2ccc(F)cc2)cc1 (stereo not given)	2%
CC(C)C[C@H](NC(=O)N1CCn2c1nc1ccccc12)C(=O)N1CCCCC1	-5%[76.3 µM]
COc1ccccc1Nc1nn2c(=O)c3ccc(C(=O)N4CCC(C)CC4)cc3nc2s1	-4%[76.3 µM]
COc1ccc(-c2nc(SCC(=O)NC3CCCC3)c(-c3ccc(F)cc3)[nH]2)cc1	13%[76.3 µM]
COc1ccc(N(CC(=O)N/N=C/c2ccccc2OC)S(=O)(=O)c2ccccc2)cc1	-10%
COc1cccc(OC(=O)CSc2nnc(-c3ccc4c(c3)OCO4)o2)c1	-3%[76.3 µM]
Cc1nn(-c2ccccc2)c(C)c1C(=O)NCc1ccc(S(N)(=O)=O)cc1	-13%

Bioassay records: PubChem BioAssay, National Center for Advancing Translational Sciences (NCATS)
